High-throughput results: PubChem BioAssay, several laboratories
SKN-1 block = suppressors of acrylamide-induced Pgst-4::GFP reporter in worms, primary screen, SKN-1 inhibitor project, whole organism, uHTS, GFP/RFP fluorescence ratio, strain VP596. C. elegans VP596 Pgst-4::GFP/RFP ratio, 24 h. inhibition, % at 21.8 µM. AID 624304, 2012. hit rate 0.49% among 360,000;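 active means interference check ratio from 0.5 to 1.5 plus GFP to RFP signal ratio inhibition reaching or exceeding a fixed threshold, cut at about 30% in these data, passing the limit was not always enough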; further: some compounds called inactive have numbers as strong as hits
Neddylation inh = inhibitors of cullin neddylation, primary screen, biochemical, TR-FRET, uHTS, NAE and Ubc12; hit rate 0.58% among 360,000; NEDD8-conjugating enzyme Ubc12 (Homo sapiens) + NEDD8-activating enzyme E1 regulatory …; calls only at 25 µM; in the data active means inhibition above about 36%
MT1-MMP act inh = blockers of MT1-MMP proenzyme processing, primary screen, HT1080 RFP-PRO-GFP cells, GFP/RFP fluorescence | AID 651647, 2012 | GFP/RFP ratio fluorescence, overnight; percent of plate control window, DMSO zero | GFP/RFP ratio change, % at 20 µM | Matrix metalloproteinase-14 (Homo sapiens), P50281 | hit rate 0.061% among 360,000;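 active means GFP/RFP ratio change of at least 30% with cell ATP level not reduced by more than half and red fluorescence within 50% of control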; further: strong numbers were not always called active
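system = RFP-PRO-GFP reporter HT1080 cells | dosing = 20 µM single dose, 1% DMSO | timing = overnight cell settling, then overnight compound exposure, 37 °C, 5% CO2 | read-out basis = GFP/RFP fluorescence ratio | controls = DMSO and RFP-L50D-GFP cell wells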
CendR NRP1 mod = modulators of CendR peptide binding to NRP-1, primary screen, biochemical, fluorescence polarization, uHTS. Neuropilin-1 (Homo sapiens), O14786. hit rate 0.85% among 360,000. FAM-RPARPAR peptide binding to NRP-1. AID 602438, 2012. inhibition, % at 25 µM;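 active means inhibition or corrected inhibition above about 18%, plus a signal ratio from 0.5 to 1.5, limit read from the data, passing the limit was not always enough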; further: strong numbers were not always called active
MsrA inh = bovine MsrA enzyme inhibitors, primary screen, biochemical, absorbance, HTS; Methionine sulfoxide reductase A (Bos taurus); purified bovine MsrA, absorbance read-out; inhibition, % at 15.5 µM; hit rate 0.75% among 360,000; AID 651718, 2012; in the data active means inhibition above about 4.5%;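 further: 0% = vehicle wells with enzyme and 100% = reference inhibitor wells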
FAS TE block = FAS thioesterase domain inhibitors, primary screen, biochemical, fluorescence intensity, uHTS; inhibition, % at 15 µM; Fatty acid synthase (Homo sapiens), P49327; hit rate 0.67% among 360,000; AID 602261, 2012; recombinant FAS-TE, OMFH fluorogenic substrate, fluorescence endpoint;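 active means compounds whose normalised, plate-corrected inhibition of enzyme fluorescence in the single-dose primary screen is 50% or more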;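 further: 0% = DMSO with enzyme and 100% = substrate without enzyme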
MsrA act = bovine MsrA enzyme activators, primary screen, biochemical, absorbance, HTS | Methionine sulfoxide reductase A (Bos taurus) | purified bovine MsrA, absorbance read-out | activation, % at 10.6 µM | hit rate 0.3% among 360,000; in the data active means activation above about 7.5%;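 further: 0% = vehicle and 100% = reference activator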
eLon inh = inhibitors of E. coli Lon protease, primary screen, biochemical, fluorescence polarization. P0A9M0. AID 602123, 2011. purified E. coli Lon protease. hit rate 0.42% among 360,000. inhibition, % at 7.94 µM; in the data active means inhibition above about 13%, passing the limit was not always enough;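 further: 0% = enzyme with probe and DMSO and 100% = no enzyme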
Rin1 Abl inh = inhibitors of Rin1-Abl protein binding, primary screen, biochemical, TR-FRET. Tyrosine-protein kinase ABL1 (Homo sapiens) + Ras and Rab interactor 1 (Homo sapiens), …. inhibition, % at 7.35 µM. hit rate 0.4% among 360,000; in the data active means inhibition above about 5%, passing the limit was not always enough
Target sequence (P00519 whole entry, looked up): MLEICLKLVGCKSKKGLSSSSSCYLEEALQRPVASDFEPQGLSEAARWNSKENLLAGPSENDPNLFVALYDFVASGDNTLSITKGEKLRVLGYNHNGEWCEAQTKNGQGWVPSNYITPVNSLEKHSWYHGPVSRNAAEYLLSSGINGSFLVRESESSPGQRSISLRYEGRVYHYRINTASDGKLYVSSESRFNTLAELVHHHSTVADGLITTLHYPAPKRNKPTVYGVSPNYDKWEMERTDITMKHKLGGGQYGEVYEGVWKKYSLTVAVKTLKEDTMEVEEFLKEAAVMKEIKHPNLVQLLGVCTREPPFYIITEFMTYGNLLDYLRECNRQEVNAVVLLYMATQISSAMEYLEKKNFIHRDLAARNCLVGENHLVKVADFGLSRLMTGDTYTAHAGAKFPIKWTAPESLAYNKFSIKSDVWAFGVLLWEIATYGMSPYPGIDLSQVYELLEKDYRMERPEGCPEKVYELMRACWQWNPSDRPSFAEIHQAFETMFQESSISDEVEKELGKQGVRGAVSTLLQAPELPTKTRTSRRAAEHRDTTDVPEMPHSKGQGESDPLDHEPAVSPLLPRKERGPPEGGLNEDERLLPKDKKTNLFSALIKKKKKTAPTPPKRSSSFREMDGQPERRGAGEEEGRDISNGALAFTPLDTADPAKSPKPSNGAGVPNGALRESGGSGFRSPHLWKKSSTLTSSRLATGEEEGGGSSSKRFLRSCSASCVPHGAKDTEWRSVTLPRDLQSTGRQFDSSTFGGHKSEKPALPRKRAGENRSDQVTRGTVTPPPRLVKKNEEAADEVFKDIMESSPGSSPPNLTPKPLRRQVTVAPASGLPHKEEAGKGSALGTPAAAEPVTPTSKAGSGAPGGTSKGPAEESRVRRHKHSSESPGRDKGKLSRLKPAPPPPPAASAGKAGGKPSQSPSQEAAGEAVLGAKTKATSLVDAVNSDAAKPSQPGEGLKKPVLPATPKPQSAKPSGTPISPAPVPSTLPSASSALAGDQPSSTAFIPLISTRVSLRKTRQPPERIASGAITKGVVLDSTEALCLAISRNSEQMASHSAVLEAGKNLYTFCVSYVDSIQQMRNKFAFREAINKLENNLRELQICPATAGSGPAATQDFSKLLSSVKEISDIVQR
Target sequence (Q13671 whole entry, looked up): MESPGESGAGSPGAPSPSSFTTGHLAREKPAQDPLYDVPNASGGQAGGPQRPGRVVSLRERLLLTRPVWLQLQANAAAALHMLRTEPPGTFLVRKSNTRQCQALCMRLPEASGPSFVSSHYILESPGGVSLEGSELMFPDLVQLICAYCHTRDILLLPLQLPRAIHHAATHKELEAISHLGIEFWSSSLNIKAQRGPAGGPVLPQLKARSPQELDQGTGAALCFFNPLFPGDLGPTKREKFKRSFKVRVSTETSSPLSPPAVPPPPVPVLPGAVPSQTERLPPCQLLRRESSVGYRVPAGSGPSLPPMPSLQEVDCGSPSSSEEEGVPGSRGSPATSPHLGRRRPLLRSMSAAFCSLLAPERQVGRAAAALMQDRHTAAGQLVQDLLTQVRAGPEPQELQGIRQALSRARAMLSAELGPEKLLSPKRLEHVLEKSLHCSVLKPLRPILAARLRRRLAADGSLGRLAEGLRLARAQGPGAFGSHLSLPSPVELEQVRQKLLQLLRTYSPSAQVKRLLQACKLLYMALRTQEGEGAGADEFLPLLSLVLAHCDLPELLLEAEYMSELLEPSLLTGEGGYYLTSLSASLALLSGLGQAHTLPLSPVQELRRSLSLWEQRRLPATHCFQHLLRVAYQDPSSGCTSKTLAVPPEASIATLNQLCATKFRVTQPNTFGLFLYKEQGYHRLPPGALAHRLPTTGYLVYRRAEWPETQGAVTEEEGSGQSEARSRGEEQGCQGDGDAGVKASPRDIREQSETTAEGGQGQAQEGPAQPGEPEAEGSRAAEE
Active calls of the source: *; i = inactive; / = not tested or not shown; + = active, no number. Not a hit list, and some 4.2% of all compounds hit somewhere here.

SMILES	SKN-1 block	Neddylation inh	MT1-MMP act inh	CendR NRP1 mod	MsrA inh	FAS TE block	MsrA act	eLon inh	Rin1 Abl inh
CC(NC(=O)c1cccnc1)C(c1cccs1)N1CCN(c2ccccc2F)CC1 (configuration not stated)	-4	i	-3	5	-0.6	-7	-14	0	1
CCOC(=O)c1sc(NC(=O)c2ccc(C)o2)nc1C	13	i	2	10	4.4	-7	-6	-14	-5
Cc1nnc(N(C)C(=O)c2cnccn2)s1	1	i	-1	8	0.8	-2	-8	7	3
O=C(O)c1ccccc1Nc1cccc(OCc2ccc3ccccc3n2)c1	2	i	3	-10	0.2	3	-2	0	-2
COc1ccc(CNC(=O)c2[nH]c(C)c(C(C)=O)c2C)cc1	26	i	-1	-15	-0.3	-6	-1	-4	1
O=C(NCCN1Cc2ccccc2C1=O)c1cccs1	-10	i	2	-1	0.3	-8	-12	-6	1
Cc1ccc(-c2nnc(Oc3cccc(C)c3)c3ccccc23)cc1	11	i	-2	-14	0.4	16	-1	-5	-1
O=C(Cc1ccccc1)NCC1OCCc2ccccc21 (configuration not stated)	0	i	-4	6	-0.4	-6	-1	-15	2
C[n+]1cccc(CNC(=O)/C=N/O)c1	0	i	-3	14	0.0	-5	1	-5	3
CC(C)CNC(=O)NC1C(NC(=O)NCC(C)C)N(C)C(=O)N1C (configuration not stated)	-4	i	4	-7	-0.6	-4	-4	-1	0
COc1cccc(C2C(C#N)=C(N)Oc3cc(C)n(Cc4ccco4)c(=O)c32)c1 (configuration not stated)	21	i	-12	-63	0.1	35	-1	-33	0
O=C1CCc2cc(S(=O)(=O)N3CCC(C(=O)NCc4ccccn4)CC3)ccc2N1	4	i	-5	-6	1.3	-6	2	4	-4
CC1CCc2sc(C(=O)N(C)CC(=O)Nc3ccc(N4CCOCC4)cc3)cc2C1 (configuration not stated)	-5	i	-2	12	1.9	-2	-4	-2	-1
COc1cccc(NC(=O)Cn2cc(C=O)c3ccccc32)c1	6	i	1	-16	0.8	2	-2	-2	2
CC1CCC(NC(=O)COC(=O)c2ccc3ncsc3c2)CC1 (configuration not stated)	-10	i	0	3	0.2	-6	-1	1	2
CCOC(=O)c1c(C)[nH]c(C)c1C(=O)COC(=O)c1cccnc1SC	14	i	-5	-13	-0.9	-1	-6	-9	1
COc1ccc(C(=O)N/C(=C\c2cn(C)c3ccccc23)C(=O)OCCN(C)C)cc1	-5	i	0	-2	0.9	-6	-2	-22	-6
Nc1nc(=S)c2ncn(C3OC(CO)C(O)C3O)c2[nH]1 (configuration not stated)	-2	i	-6	-12	0.3	-9	-9	3	2
N/C(CCS(=O)(=O)c1ccc(Cl)cc1)=N\OC(=O)c1ccccc1Cl	-9	i	2	-1	0.8	-4	-5	14	2
COc1ccc(-n2c(SCC(=O)O)nc3sc4c(c3c2=O)CCC4)cc1	12	i	-3	9	2.4	2	-4	-3	1
O=C(N/N=C/c1cccc(O)c1)NC1CCCCC1	1	i	5	11	0.3	-4	-15	-8	4
Cc1ccc(Cn2nnc3c(=O)[nH]c(C4CCN(S(=O)(=O)/C=C/c5ccccc5)CC4)nc32)cc1	9	i	-4	-11	-0.2	19	-2	2	2
COC(=O)c1sccc1NC(=O)c1cccnc1	7	i	-3	-5	0.0	-9	-6	3	2
Cc1cc2c(c(=O)n1C1CC1)C(c1cccc(Cl)c1)C(C#N)=C(N)O2 (configuration not stated)	-1	i	2	-8	-1.7	17	-3	-4	3

Quoted from above (11 entries):
SMILES	SKN-1 block	Neddylation inh	MT1-MMP act inh	CendR NRP1 mod	MsrA inh	FAS TE block	MsrA act	eLon inh	Rin1 Abl inh
COc1cccc(NC(=O)Cn2cc(C=O)c3ccccc32)c1	6	i	1	-16	0.8	2	-2	-2	2
CC1CCC(NC(=O)COC(=O)c2ccc3ncsc3c2)CC1 (configuration not stated)	-10	i	0	3	0.2	-6	-1	1	2
CCOC(=O)c1c(C)[nH]c(C)c1C(=O)COC(=O)c1cccnc1SC	14	i	-5	-13	-0.9	-1	-6	-9	1
COc1ccc(C(=O)N/C(=C\c2cn(C)c3ccccc23)C(=O)OCCN(C)C)cc1	-5	i	0	-2	0.9	-6	-2	-22	-6
Nc1nc(=S)c2ncn(C3OC(CO)C(O)C3O)c2[nH]1 (configuration not stated)	-2	i	-6	-12	0.3	-9	-9	3	2
N/C(CCS(=O)(=O)c1ccc(Cl)cc1)=N\OC(=O)c1ccccc1Cl	-9	i	2	-1	0.8	-4	-5	14	2
COc1ccc(-n2c(SCC(=O)O)nc3sc4c(c3c2=O)CCC4)cc1	12	i	-3	9	2.4	2	-4	-3	1
O=C(N/N=C/c1cccc(O)c1)NC1CCCCC1	1	i	5	11	0.3	-4	-15	-8	4
Cc1ccc(Cn2nnc3c(=O)[nH]c(C4CCN(S(=O)(=O)/C=C/c5ccccc5)CC4)nc32)cc1	9	i	-4	-11	-0.2	19	-2	2	2
COC(=O)c1sccc1NC(=O)c1cccnc1	7	i	-3	-5	0.0	-9	-6	3	2
Cc1cc2c(c(=O)n1C1CC1)C(c1cccc(Cl)c1)C(C#N)=C(N)O2 (configuration not stated)	-1	i	2	-8	-1.7	17	-3	-4	3

More structures
SMILES	SKN-1 block	Neddylation inh	MT1-MMP act inh	CendR NRP1 mod	MsrA inh	FAS TE block	MsrA act	eLon inh	Rin1 Abl inh
O=C(CNS(=O)(=O)c1cccs1)N1CCN(c2ccccn2)CC1	-17	i	-3	7	-0.6	-2	-9	-2	-3
C=CC[C@H](CC(=O)N(CCO)Cc1ccccc1)C(=O)N[C@@H](C)COC(=O)[C@H](CC=C)CC(=O)OC(C)(C)C	-14	i	-4	0	-0.4	-6	-2	1	1
Cn1c(SCC(=O)NCCC2=CCCCC2)nnc1C(F)(F)F	5	i	-4	10	1.3	0	-10	2	5
COC(=O)C1C2C=CC(C3CC23)C1C(=O)OCC(=O)c1ccc(OC)cc1 (configuration not stated)	-18	i	3	-1	-0.1	2	-4	-3	0
CN1CCCN(Cc2nc(-c3cccc(C(F)(F)F)c3)no2)CC1	3	i	4	9	-0.6	0	-1	5	2
Cc1ccc(C)c(N2CCN(C(c3ccccc3)c3nnnn3C(C)(C)C)CC2)c1 (configuration not stated)	15	i	-14	4	0.4	24	-10	-5	/
CO/N=C/c1ccc(N2CCOCC2)c([N+](=O)[O-])c1	-13	i	-1	9	0.3	-8	-5	-4	1
CN1CCN(S(=O)(=O)c2ccc(N3CCc4ccccc4C3)nc2)CC1	4	i	0	21*	2.2	42	-3	-6	1
CNC(=O)CSc1nnc(-c2cnccn2)n1C	5	i	-3	0	-0.4	-2	-4	7	1
COC(=O)c1[nH]c2ccc(F)cc2c1NC(=O)Nc1ccc(OC)cc1	12	i	-3	-4	0.6	-4	-4	-6	5
CN(C)CCSc1nc(N)c2c3c(sc2n1)CN(C)CC3	4	+	-1	-17	1.4	-10	-3	-5	-7
COc1cccc(OC)c1OCC(C)CNCC1CCCO1 (configuration not stated)	-2	i	0	-3	0.9	-7	-4	-6	7
CC(C)(C)OC(=O)[C@H](NC(=O)OCc1ccccc1)c1ccccc1	-4	i	6	0	0.7	15	5	-11	2
COc1cc2c(C(=O)N3CCN(c4ccccc4)CC3)c(C)oc2cc1Br	-10	i	-9	9	-0.9	23	6	4	-4
O=C1C[C@@H]2CCN3C(=O)CCC[C@@H]([C@H]23)[C@@H]1Cc1ccccc1	-11	i	1	-7	-0.3	-6	-3	-8	1
Nc1cnn(C2CCCO2)c(=O)n1 (configuration not stated)	-2	i	3	-6	0.5	-10	-4	-3	5
CN(C(=O)c1ccc(NC(=O)Cc2cccc(NC(=O)C3CCN(C(=O)C4CC4)CC3)c2)cc1)C1CC1	4	i	1	1	-0.2	-7	-1	-2	-2
O=C(CCS(=O)(=O)c1ccc(Br)s1)N1CCc2ccccc21	3	i	-8	34*	-0.3	16	-2	-1	-1
CCC/C(O)=C1\C(=O)CC(C)(C)CC1=NCc1ccccc1	-10	i	-2	-11	-0.1	2	-1	-4	0
COc1ccc(N2C(=O)c3cccc4cccc(c34)C2=O)cc1	10	i	-1	3	0.2	-5	-2	-8	-2
Cc1nn(C)c(C(=O)N/N=C/c2cccc(Oc3ccccc3)c2)c1Br	0	i	2	1	-0.1	27	0	2	-3
COc1ccc(OCC(=O)N/N=C/c2cccc3cccnc23)cc1	8	i	-2	-12	2.5	-2	-3	7	-2
O=C(CCl)Nc1ccc(S(=O)(=O)NC2=NCCCCC2)cc1	19	i	11	5	1.6	-2	-1	10	1
COc1ccc2oc(=O)c(C(=O)NCCc3ccc(OC)c(OC)c3)cc2c1	1	+	-2	1	-0.9	-2	7.7*	-9	-1
Cc1cc(N(C)C)c(C#N)c(N2CCOCC2)n1	-21	i	6	2	0.7	-5	-4	-7	0
O=C(COc1ncnc2ccccc12)NC1CCCCC1	4	i	7	-7	-0.5	-4	-11	-2	2
CCOC(=O)c1ccc(-n2c(=S)sc3c(=O)[nH]c(C)nc32)cc1	-9	i	-8	-17	/	-21	-2	-2	0
CCN(CC)S(=O)(=O)c1cc(NC(=O)CSCc2c(C)noc2C)ccc1C	8	i	-1	2	-0.3	-1	-1	-5	2
CC1=C(C)CC(C(=O)c2ccccc2)C(C(=O)O)C1 (configuration not stated)	2	i	-5	-7	-1.0	-9	-3	0	4
C=CCn1c(-c2cccn(Cc3ccccc3)c2=O)n[nH]c1=S	-2	i	3	8	0.4	-6	2	-4	0
CCCN1CCN(C(=O)c2oc3c(Cl)cccc3c2C)CC1	0	i	2	5	0.9	-2	-1	-9	0
Cc1ccc(NC=C(S(=O)(=O)c2ccccc2)S(=O)(=O)c2ccccc2)c(C)c1	-9	i	-2	0	1.5	30	0	-1	2
CC1CCc2c(nc3ncnn3c2N2CCN(c3ccccc3F)CC2)C1 (configuration not stated)	0	i	3	-1	-0.9	-13	-6	-7	-5
COc1ccc(CN2C(=O)CC(Cc3cc(C)cc(C)c3)C2=O)cc1OC (configuration not stated)	15	i	0	1	-0.4	2	-5	-5	3
CCCCNC(=O)CN(c1ccc(Cl)c(Cl)c1)S(C)(=O)=O	5	i	-5	-2	0.8	-6	-2	-1	5
CC(Nc1nc(-c2ccc3c(c2)NC(=O)CO3)cs1)c1ccccc1 (configuration not stated)	3	i	-1	-4	0.1	10	-9	-1	2
CC(=O)N1CC[n+]2c(-c3ccc(Cl)cc3Cl)csc21	-3	i	-4	5	0.3	-165	-2	-6	1
